Screens as filed in PubChem.
Granule exo inh: blocks lytic granule exocytosis | AID 651702 | TALL-104 LAMP-1 surface exposure, flow cytometry; cells stimulated with thapsigargin and PMA | inhibition, % at 10 µM | 0.66% of 360,000 active;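 active = inhibition above about 55%, limit read from the data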
ABCB6 inh 2: inhibitors of human ABC transporter ABCB6; Q9NP58; K562-ABCB6 porphyrin accumulation, flow cytometry, 1 h; active compounds read low; fluorescence ratio to DMSO, % at 10 µM; 0.19% of 360,000 active;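 active = fluorescence ratio to DMSO below 75%, the collection mean minus 3 SD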;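 also: signal is porphyrin accumulated inside mitochondria; 100% equals median channel fluorescence of DMSO control wells; lower ratio means ABCB6 inhibition with less porphyrin fluorescence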
N-glyco inh: N-linked glycosylation inhibition | 0.23% of 360,000 active | reporter increase, % at 12.5 µM | D54 ERlucT glycosylation luciferase reporter, 24 h; percent of 100 nM tunicamycin response | AID 588692;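 active = mean luciferase reporter signal, scaled so untreated is 0 and the glycosylation-blocking control 100, at or above a set limit in every replicate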;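 also: luciferase carries N-glycosylation sites so blocking glycosylation raises the light; 0% = median of neutral control wells and 100% = median of 100 nM tunicamycin wells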
CaV13 FRET inh: Disruptors of the CACNA1D IQ motif to Ca2+-dependent inactivation inhibitor domain association, primary screening, Förster resonance energy transfer in intact living …; HEK cells, CFP/YFP FRET ICDI-IQ, plate reader, 10 min; percent FRET-ratio fall versus neutral wells; inhibition, % at 12.3 µM; 0.098% of 340,000 active;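 active = mean replicate inhibition of at least 30% and at least 1% of replicates passing that level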;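 also: 0% = median of the neutral control wells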
MC4R antagonist: human MC4R antagonism in cAMP assay; P32245; MC4R-expressing cells, MTII-stimulated cAMP, LANCE TR-FRET; inhibition, % at 6.5 µM; 0.48% of 360,000 active; AID 540295;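 active = inhibition above its plate's cutoff, the mean of tested wells on that plate plus 3 SD, cut at about 29% in these data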;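 also: 0% = Melanotan II alone and 100% = Melanotan II plus saturating MCL0020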
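Assay system: U2OS-MC4R stable cell line; Also added: Melanotan II; Technique: Eu-cAMP/anti-cAMP TR-FRET, emission 671 nm; Times: 30-min compound, 1-h challenge, 1-h detection, room temperature.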
PDI turbidity: inhibitors of human protein disulfide isomerase; P07237; PDI insulin aggregation turbidity, A650, 90 min; inhibition, % at 10 µM; 0.052% of 350,000 active; AID 588391;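 active = mean inhibition across replicates of 30% or more, whatever share of single replicates reach that level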;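 also: absorbance from insulin aggregation driven by PDI reduction with DTT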
m5-HT2A agonist: agonists of mouse serotonin 5-HT2A receptor (HTR2A) | AID 624169 | P35363 | CHO-K1 mHTR2A beta-arrestin complementation, luminescence; percent of 30 µM serotonin response | activation, % at 7.6 µM | 0.66% of 360,000 active;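 active = activation above a run cutoff, the mean activation of all tested compounds plus 3 SD, cut at about 14% in these data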;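 also: 0% = plate median of compound wells and 100% = 30 µM serotonin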
MC4R ag barr: human MC4R agonism via beta-arrestin. U2OS MC4R beta-arrestin complementation, luminescence; percent of melanotan II response, DMSO zero. activation, % at 8.9 µM. P32245. 0.98% of 360,000 active. AID 540308;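 active = activation above a per-plate cutoff, the mean activation of sample wells on that plate plus 3 SD, cut at about 8% in these data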
H9c2 protect: myocardial damage modulation in H9c2 cells; 0.63% of 360,000 active; H9c2 cardiomyocytes, H2O2 injury protection, ATPLite, 2 h; protection from H2O2 cell death, % at 20 µM; AID 588492;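 active = compounds giving at least 50% protection of heart cells from peroxide-induced death in the single-dose screen, raw or plate-pattern-corrected value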;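 also: 0% = DMSO wells with peroxide and 100% = DMSO wells without peroxide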
ABHD5 PLIN5 PPI: ABHD5-PLIN5 protein interaction inhibition. Q00G26+Q8WTS1. Split G. princeps luciferase complementation, luminescence, 4 h. inhibition, % at 4 µM. 0.78% of 360,000 active. AID 602281;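 active = inhibition above the mean inhibition across every tested compound plus 3 SD, cut at about 22% in these data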;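 also: 0% = DMSO only wells and the 100% control is not disclosed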
Target sequence (Q00G26 whole entry, looked up): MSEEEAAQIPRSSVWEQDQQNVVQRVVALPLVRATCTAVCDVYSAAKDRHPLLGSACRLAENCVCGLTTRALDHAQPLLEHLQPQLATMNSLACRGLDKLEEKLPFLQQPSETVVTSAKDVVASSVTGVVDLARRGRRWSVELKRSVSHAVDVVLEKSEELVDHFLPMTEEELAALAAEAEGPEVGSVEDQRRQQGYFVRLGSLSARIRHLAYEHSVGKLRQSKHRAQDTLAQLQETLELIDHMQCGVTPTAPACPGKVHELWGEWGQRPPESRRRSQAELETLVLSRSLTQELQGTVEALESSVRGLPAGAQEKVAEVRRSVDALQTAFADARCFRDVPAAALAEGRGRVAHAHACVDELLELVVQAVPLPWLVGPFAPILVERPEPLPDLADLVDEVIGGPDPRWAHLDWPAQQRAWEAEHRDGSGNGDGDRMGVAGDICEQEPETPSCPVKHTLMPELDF
Target sequence (Q8WTS1 whole entry, looked up): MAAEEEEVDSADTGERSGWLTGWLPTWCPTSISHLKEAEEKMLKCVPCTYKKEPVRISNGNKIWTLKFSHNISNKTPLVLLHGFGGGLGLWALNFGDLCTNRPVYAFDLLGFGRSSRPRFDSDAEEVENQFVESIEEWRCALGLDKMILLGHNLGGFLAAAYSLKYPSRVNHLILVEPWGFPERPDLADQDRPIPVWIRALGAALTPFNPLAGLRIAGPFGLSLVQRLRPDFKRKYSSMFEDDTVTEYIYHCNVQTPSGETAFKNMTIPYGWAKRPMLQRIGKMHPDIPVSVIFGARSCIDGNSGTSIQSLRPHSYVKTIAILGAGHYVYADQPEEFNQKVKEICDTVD
Numbers without * were called inactive; x = no result given.

Structure	Granule exo inh	H9c2 protect	N-glyco inh	ABCB6 inh 2	ABHD5 PLIN5 PPI	MC4R antagonist	MC4R ag barr	PDI turbidity	CaV13 FRET inh	m5-HT2A agonist
COc1cccc2c(=O)c3c([nH]c12)OC(C)(C)C3	-5	0	-1	98	-5	1	-1.1	2	-5	1
Cc1cc(CNC(=O)COc2ccc(F)cc2Cl)cc(C)c1O	-1	2	0	97	0	-1	-3.0	-1	5	-3
O=C(NCCOc1ccccc1)c1cccc2c1C(=O)c1ccc(Cl)cc1S2(=O)=O	-2	7	2	96	-4	16	-0.4	-12	-5	-2
CC1CCN(S(=O)(=O)c2ccc(F)c(C(=O)O)c2)CC1	0	4	1	100	-8	-4	-0.8	4	x	-2
Cc1ccc(OCCCn2c(=O)oc3ccccc32)cc1	4	-3	-1	102	13	1	1.5	-4	-6	-6
CCc1cc(=O)oc2cc(OCC(=O)N3CCC(C(=O)O)CC3)ccc12	-3	1	0	102	1	8	-0.4	x	x	3
Oc1ccc(-c2csc(Nc3ccccn3)n2)cc1O	-4	49	-8	97	10	-8	-0.4	3	-3	2
CC(=O)Nc1c(-c2ccc(C)cc2)nc2ccc(Cl)cn12	-3	0	1	96	13	4	-0.9	-1	-3	4
Cc1cc(Nc2cccc(C(=O)O)c2)n2ncnc2n1	6	1	1	98	-7	-5	0.9	5	-5	0
O=C(NNc1nc(-c2ccc(Br)cc2)cs1)c1ccco1	2	-5	-2	98	-4	1	-2.9	-2	-6	-4
CCCC(=O)N1CC(=O)Nc2ccc(C)cc2C1c1ccc(F)cc1 (centres undefined)	-2	20	-2	98	3	11	0.5	10	-5	-5
COc1ccc2[nH]cc(CCNC(=S)NCCc3ccccc3)c2c1	13	-15	-2	98	-1	17	3.8	7	-3	-3
CC(C(=O)O)C1SC(=O)NC1=O (centres undefined)	-2	-5	2	110	5	-1	-0.2	-2	-7	4
O=C(C[C@H]1C/C=C\CCC(=O)O[C@@H](c2ccccc2)CNC1=O)NCCO	1	14	-3	95	14	4	-0.4	-5	-5	0
C[C@]12c3[nH]c4ccccc4c3CCN1C(=O)C(CC(=O)NCc1ccco1)C[C@@H]2C(=O)N1CCOCC1 (some centres undefined)	-8	7	0	99	6	2	-1.3	2	-6	7
CCOC(=O)C(CCSC)NC(=O)CN (centres undefined)	0	3	1	103	0	2	-1.7	-4	-5	0
N#CC1=C(O)CCCn2c1nc1ccccc1c2=O	4	0	0	102	-6	3	0.1	-5	-6	3
O=C(COc1ccc(Cl)cc1)Nc1ncccn1	-3	-3	-1	97	7	2	0.7	16	-5	4
O=C(NC1(C(F)(F)F)N=C(c2ccccc2)NC1=O)c1ccccc1F (centres undefined)	-1	3	4	102	-4	3	-1.7	4	-4	0
O=C(COc1ccc(Cl)cc1)N(Cc1ccco1)C1CCS(=O)(=O)C1 (centres undefined)	0	2	0	102	1	12	-0.4	2	-5	-3
Cc1ccccc1CN1C[C@@H]2C[C@@H](c3ccc4nsnc4c3)N3CCC[C@@]23C1=O	-2	3	10	98	1	23	-2.4	-3	-5	-7
O=C(Nc1ccc(-n2cccn2)cc1)C1CCCCN1Cc1cccc2c1OCO2 (centres undefined)	3	1	13	100	-1	-15	-3.5	6	-2	1
CCCCN(C(C)=O)c1ccc2c(c1)C1CC2CCN1Cc1ccccc1 (centres undefined)	3	6	0	93	-6	1	1.4	0	-5	0
COc1ccc2c(c1)c(=O)oc1cc(OC(C(=O)O)c3ccccc3)ccc12 (centres undefined)	4	1	2	99	-9	0	1.6	-2	-3	0
O=C(CN1C(=O)C2CCCCC2C1=O)Nc1ccccc1N1CCCC1 (centres undefined)	-2	-2	1	95	0	1	-0.1	-5	-6	-3
Cc1ccc(Cl)c(NC(=O)COC(=O)c2cc[n+]([O-])cc2)c1Cl	2	-11	0	94	9	4	2.4	-6	-6	0
COc1ccc(NC(=O)COC(=O)CNC(=O)c2cc(OC)c(OC)c(OC)c2)cc1	-3	6	5	105	-4	13	-2.2	-5	-6	-2
COc1cc2cc(CN(CCO)C(=O)c3cccs3)c(=O)[nH]c2cc1OC	-1	2	3	102	2	-1	0.5	3	-10	-1
Cc1ccc([C@@H]2CC=C(C(=O)O)CN2S(=O)(=O)c2ccccc2C)cc1	0	1	0	99	-5	8	-0.2	-3	-9	0
CC(=O)n1cc(/C=N/NC(=O)c2cccc(O)c2)c2ccccc21	8	34	4	94	-4	2	-0.8	-1	-2	-1
CC(=NC1CC1)c1c(-c2ccccc2)[nH]n(-c2nc3ccccc3s2)c1=O	12	2	-1	102	0	16	1.4	0	-4	15*
Cc1ccccc1-c1nc2ccccc2o1	3	1	1	89	1	-4	3.2	-3	-7	4
CCC(CO)N=CC1=C(O)CC(c2ccccc2)CC1=O (centres undefined)	-16	-1	-2	98	0	10	-0.4	-6	-3	-4
Cc1nn(Cc2ccccc2)c(C)c1NC(=O)c1cccs1	-2	-3	1	98	-1	-11	-2.4	7	-3	2
O=P(NC1CCCCC1)(c1ccccc1)c1ccccc1	-4	4	-2	104	-2	6	0.3	12	-6	-5
C/C(=N\NC(=O)c1nn(C)c(C)c1Br)c1cccc(NC(=O)c2ccoc2C)c1	0	-1	3	96	-3	5	-1.2	-9	-1	-1
Cn1c(SCC(=O)Nc2cccc(F)c2)nnc1-c1cc2ccccc2o1	1	-16	-1	93	1	31*	7.7	5	-1	2
CC1=CC(c2ccccc2)NC(=S)N1 (centres undefined)	4	-2	1	99	-10	6	-1.0	-9	-6	-1
CC(=O)c1ccc(NC(=O)CSc2nc(Nc3ccccc3)nc(N3CCOCC3)n2)cc1	8	-7	-2	96	0	14	-2.8	-8	-6	-6
O=C(CSc1nnc2ccccn12)NCCc1ccc(Cl)cc1	-1	-5	3	93	-4	-5	-1.5	-10	-6	-2
CC(C)CN(C(=O)CN1CCN(c2ccccc2F)CC1)c1c(N)n(CC(C)C)c(=O)[nH]c1=O	-8	-1	-2	95	0	-4	-2.0	10	-5	5
COC(=O)c1ccc(CNCC(=O)Nc2ccc(C(=O)OC)cc2)cc1	-1	5	2	98	10	-3	2.9	6	1	-8
COc1ccc(NC(=O)COc2ccc3c(c2)CCC3)cc1S(N)(=O)=O	-1	1	-1	93	2	-4	-1.7	4	-2	1
NC(=O)c1cnc(Cc2c[nH]c3ccccc23)c(I)c1	1	-16	1	103	6	7	0.5	2	-8	-5
CN(c1ccccc1C(=O)Nc1cccnc1)S(C)(=O)=O	-2	-2	1	92	6	6	-0.3	2	-8	3
Cc1cc2c(cc1S(=O)(=O)N(C)Cc1ccccc1)OCC(=O)N2	0	1	0	98	0	-6	-0.9	x	-5	3
CCOC(=O)N1CCN(S(=O)(=O)c2ccc(C(=O)N(CCN(C)C)c3nc4c(C)cccc4s3)cc2)CC1	18	6	0	99	-2	15	-3.2	-4	-6	-6
COc1cc2ncc(S(=O)(=O)c3ccccc3)c(N3CCC4(CC3)OCCO4)c2cc1OC	4	48	-4	93	2	0	-0.7	7	2	4
CCOC(=O)C1=CN(Cc2ccco2)S(=O)(=O)N(C)C1c1ccc(C(F)(F)F)cc1 (centres undefined)	4	-15	2	103	7	5	-1.9	10	-10	3
O=c1c(-c2ccc(O)cc2)coc2cc(O)ccc12	1	-21	-2	91	-7	5	-0.6	5	-6	-6
Cc1cc(C(=O)COC(=O)Cc2c(F)cccc2Cl)c(C)n1C	0	5	2	95	-3	8	-1.8	-5	-17	1
Oc1cc(Nc2ccccc2)cc2cccnc12	-4	-3	38*	96	-5	-8	-1.3	-6	-5	9
COc1ccc(C2c3cc4c(cc3OC(N3CCOCC3)C2C)OCO4)c(OC)c1 (centres undefined)	-2	-5	4	101	0	8	1.5	0	-7	2
CCS(=O)(=O)c1ccc(O)c(NC(=O)/C=C/c2ccccc2)c1	14	-1	0	99	2	7	-0.1	8	-15	2
O=C(Nc1ccc(S(=O)(=O)N2CCCC2)cc1)C1CC(=O)N(c2ccc(F)cc2)C1 (centres undefined)	-8	9	-3	90	-5	3	1.3	0	-4	-8
CCN1C(c2ccc(F)cc2)=CS/C1=C(/C#N)c1nnc2n1-c1ccccc1SC2	1	-1	-3	75	12	1	-0.7	9	-13	-4
O=C(NC(=S)NNC(=O)c1cnccn1)c1ccc(Cl)cc1	5	36	-10	87	9	2	-0.1	-2	-16	-2
CCN=C1S/C(=C\c2cn(C(C)=O)nc2-c2ccccc2)C(=O)N1CC	1	4	-1	92	-1	10	-0.4	-2	-5	6
COc1cc(NC(C)=O)c2ncccc2c1[N+](=O)[O-]	1	0	4	109	0	-5	0.3	-11	-5	-2
Cc1ccc(CNC(=O)CN2C(=O)NC3(CC(C)CC(C)(C)C3)C2=O)cc1 (centres undefined)	0	-3	1	95	-2	11	-1.4	1	-2	7

2 records picked at random from the list so far, as already listed:
Structure	Granule exo inh	H9c2 protect	N-glyco inh	ABCB6 inh 2	ABHD5 PLIN5 PPI	MC4R antagonist	MC4R ag barr	PDI turbidity	CaV13 FRET inh	m5-HT2A agonist
O=C(Nc1ccc(S(=O)(=O)N2CCCC2)cc1)C1CC(=O)N(c2ccc(F)cc2)C1 (centres undefined)	-8	9	-3	90	-5	3	1.3	0	-4	-8
Oc1cc(Nc2ccccc2)cc2cccnc12	-4	-3	38*	96	-5	-8	-1.3	-6	-5	9

Next section.
Structure	Granule exo inh	H9c2 protect	N-glyco inh	ABCB6 inh 2	ABHD5 PLIN5 PPI	MC4R antagonist	MC4R ag barr	PDI turbidity	CaV13 FRET inh	m5-HT2A agonist
CCOc1ccc(S(=O)(=O)NCc2ccccn2)cc1NC(=O)c1ccccc1	5	-1	13	100	-2	-28	-5.0	-1	-2	-4
Cc1ccc(C(=O)OCC(=O)N(C)c2ccccc2)cc1C	-12	0	-2	109	-8	0	0.9	2	-4	-10
CNC(=O)c1ccccc1S(=O)(=O)c1ccccc1C#N	0	2	-1	104	-3	3	-1.3	11	x	0
COc1cc(OC)cc(C(=O)OC/C(O)=C(\C#N)c2nc3ccccc3[nH]2)c1	-2	23	0	95	-1	-3	-0.4	-3	-4	-1
CCc1ccc(C(=O)NNC(=O)C2CSC3(C)CCC(=O)N23)cc1 (centres undefined)	-2	-5	-4	97	5	0	-4.0	-5	-4	2
COc1cc(C(=O)NCC(c2cccs2)N2CCOCC2)ccc1OCc1ccccc1 (centres undefined)	-2	4	0	99	0	-6	0.5	4	-16	-5
Cc1ccc(C)c(OCCC(=O)OCC(=O)Nc2ccc(C)c(S(=O)(=O)N3CCCCC3)c2)c1	0	-10	-1	98	-12	15	4.8	8	-6	-7
O=C(Nc1ccc2c(c1)OCO2)c1cc(-c2ccccc2Cl)on1	17	-7	-5	98	-6	-5	32*	-14	-4	0
Cc1ccc(-c2nc(CS(=O)(=O)CC(=O)N3CC(C)CC(C)C3)c(C)o2)cc1 (centres undefined)	5	-20	1	102	4	1	0.7	x	-4	1
